Rpn11 block = inhibitors of human proteasome Rpn11; O00487; human 26S proteasome, Ub4-pepOG fluorescence polarization; 20S core pre-blocked with epoxomicin; calls only at 20 µM; actives 0.59% (n = 360,000); AID 588493;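 active = inhibition at 20 µM, scaled to each plate's controls, above about 33%, limit read from the data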
STEP block = blocks human striatal-enriched tyrosine phosphatase; inhibition, % at 20 µM; P54829; actives 0.25% (n = 360,000); recombinant STEP, OMFP fluorogenic substrate, fluorescence;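 active = inhibition at 20 µM, scaled per plate between control wells, above about 37%, limit read from the data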;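 also: 0% = DMSO with enzyme and substrate and 100% = substrate only without enzyme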
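Measure: Control-normalized % inhibition with plate pattern correction | Test system: STEP phosphatase, cell-free reaction | Medium: pH 6.0 Bis-Tris with DTT and Tween 20 | Technique: Fluorescence, 480/540 nm | Times: Reaction 20 min, ambient temperature | Doses: Single compound dose of 20 µM, 1% DMSO final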
CSN inh = CSN deneddylation inhibition | Purified CSN, SCF-Nedd8-OG deneddylation, fluorescence polarization | inhibition, % at 12.5 µM | actives 0.38% (n = 360,000);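 active = pattern-corrected inhibition above about 35%, with an unprinted fluorescence ratio check between 0.5 and 1.5, limit read from the data, passing the limit was not always enough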;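 also: 0% = enzyme with substrate and 100% = substrate without enzyme; some results filed as inactive read as strong as hits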
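Assay system: purified human Csn5 enzyme expressed in HEK293T cells; measure: % inhibition; also added: SCFSkp2-Nedd8OG substrate at 10 nM final; technique: fluorescence polarization; times: reaction 90 min, room temperature; medium: Tris buffer pH 7.5, NaCl, DTT, Tween-20, trehalose, ovalbumin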
MsrA inhibitor = inhibitors of bovine MsrA; purified bovine MsrA, absorbance read-out; inhibition, % at 15.5 µM; actives 0.75% (n = 360,000); in the data active = inhibition above about 4.5%;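 also: 0% = vehicle wells with enzyme and 100% = reference inhibitor wells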
SUMO1 PPI mod = SUMO1-SIM interaction modulation; P63165; SUMO1 binding to a labelled peptide, TR-FRET, 1 h; inhibition, % at 20 µM; actives 0.33% (n = 360,000); AID 602429; in the data active = inhibition above about 37%
TbMetRS inhib = Trypanosoma brucei MetRS inhibition; purified T. brucei MetRS, ATP depletion, Kinase-Glo luminescence; inhibition, % at 11.9 µM; actives 0.4% (n = 360,000);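 active = inhibition above a per-plate cutoff of the control wells' mean inhibition plus 3 SD, cut at about 5.5% in these data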;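 also: 0% = DMSO wells median and 100% = median of wells with control inhibitor compound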
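assay system = parasite MetRS enzyme | timing = 15 min preincubation, 2 h reaction, all 25 °C | evaluation = percent inhibition relative to median high and low control wells | medium = HEPES buffer containing pyrophosphatase, BSA, spermine, DTT | compound = single dose, 11.9 µM final nominal, 0.9% final DMSO | detection = Kinase-Glo luminescence, ATP depletion format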
Scp1 inh = Scp-1 (human) phosphatase inhibition | inhibition, % at 20 µM | Recombinant Scp1, phosphopeptide, malachite green phosphate absorbance | AID 493091 | Q9GZU7 | actives 0.88% (n = 340,000);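 active = inhibition above about 50% at 20 µM, limit read from the data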;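 also: plate controls were DMSO wells with enzyme for no effect and wells lacking enzyme for full effect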
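Times: enzyme reaction 45 min at room temperature, colour 5 min, stabilisation 30 min. Material: SCP-1 catalytic fragment, aa 76-261. Medium: Acidic Tris acetate buffer with magnesium and detergent. Signal: colorimetric free-phosphate detection, absorbance 630 nm. Read-out basis: % inhibition of SCP-1 phosphate liberation. Reagent: Phosphorylated 17-residue peptide substrate.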
DNMT1 inh = DNMT1 (human) enzyme inhibition. DNMT1 molecular beacon, Hinp1I cleavage, fluorescence. AID 588458. inhibition (reported as % activation of signal), % at 10 µM. actives 0.83% (n = 360,000). P26358; in the data active = inhibition above about 50%
Target sequence (P26358 504-1616 limits assumed): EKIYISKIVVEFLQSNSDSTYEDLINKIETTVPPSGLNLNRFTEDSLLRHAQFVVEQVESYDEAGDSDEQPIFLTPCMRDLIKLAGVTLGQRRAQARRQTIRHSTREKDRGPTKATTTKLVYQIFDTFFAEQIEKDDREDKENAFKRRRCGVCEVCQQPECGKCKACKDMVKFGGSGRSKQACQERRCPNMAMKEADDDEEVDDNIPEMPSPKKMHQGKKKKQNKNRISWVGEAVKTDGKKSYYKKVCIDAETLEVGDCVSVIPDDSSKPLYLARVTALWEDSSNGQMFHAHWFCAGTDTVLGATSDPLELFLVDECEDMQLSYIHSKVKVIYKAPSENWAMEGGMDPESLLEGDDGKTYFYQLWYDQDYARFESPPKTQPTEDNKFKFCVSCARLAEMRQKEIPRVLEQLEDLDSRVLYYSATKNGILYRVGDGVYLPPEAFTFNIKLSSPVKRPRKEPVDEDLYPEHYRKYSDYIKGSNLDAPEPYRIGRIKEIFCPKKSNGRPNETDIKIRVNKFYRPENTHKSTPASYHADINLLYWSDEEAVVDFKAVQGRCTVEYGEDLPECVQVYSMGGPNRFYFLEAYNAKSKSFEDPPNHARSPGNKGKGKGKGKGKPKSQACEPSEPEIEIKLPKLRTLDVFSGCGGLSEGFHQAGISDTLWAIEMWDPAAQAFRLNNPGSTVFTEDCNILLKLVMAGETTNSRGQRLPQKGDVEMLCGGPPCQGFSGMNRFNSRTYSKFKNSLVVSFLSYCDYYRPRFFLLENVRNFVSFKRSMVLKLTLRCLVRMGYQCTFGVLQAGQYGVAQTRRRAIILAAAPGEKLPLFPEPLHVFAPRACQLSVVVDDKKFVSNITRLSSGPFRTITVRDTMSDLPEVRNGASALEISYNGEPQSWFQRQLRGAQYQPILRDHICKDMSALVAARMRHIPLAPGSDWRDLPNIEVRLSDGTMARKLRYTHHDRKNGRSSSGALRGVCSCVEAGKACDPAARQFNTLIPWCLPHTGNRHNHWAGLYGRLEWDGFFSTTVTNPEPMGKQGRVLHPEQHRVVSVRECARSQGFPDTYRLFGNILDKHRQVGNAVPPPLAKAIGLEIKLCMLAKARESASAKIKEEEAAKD
NadD block = inhibitors of Staphylococcus aureus NadD. purified NadD enzyme, colorimetric absorbance read-out. actives 0.78% (n = 360,000). inhibition, % at 20 µM; in the data active = inhibition above about 26%; also: some compounds past the cut are filed as inactive
LMPTP inh = blocks human LMPTP phosphatase | actives 0.22% (n = 360,000) | P24666 | recombinant LMPTP-A, OMFP fluorogenic substrate, fluorescence intensity | inhibition, % at 20 µM | AID 651560;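 active = compounds that cut the enzyme signal by at least half of the control window in the single-dose screen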;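 also: plate controls were DMSO wells with enzyme plus substrate for no effect and substrate without enzyme for full effect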
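Test system – LMPTP-A phosphatase enzyme · Quantity – 0.625 nM LMPTP-A final · Reagent – OMFP substrate, 400 µM final · Dosing – one test concentration per compound, 20 µM, with 3% DMSO overall · Timing – 50 min enzyme reaction at room temperature, protected from light · Detection – fluorescence intensity · Controls – substrate-only low control, DMSO enzyme-plus-substrate high control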
The depositor's hits bear a star; i = inactive; · = not tested or not shown. This is a random part of the collection; 3.9% or so of the library scored in one or more.

SMILES	Rpn11 block	STEP block	CSN inh	MsrA inhibitor	SUMO1 PPI mod	TbMetRS inhib	Scp1 inh	DNMT1 inh	NadD block	LMPTP inh
CN1C(C(=O)NCC2CC2)CC2Cn3c(nc4cc(Cl)c(Cl)cc43)C21 (configuration not stated)	i	-2	2	-1.0	2	-0.1	-10	2	-2	-0.5
Cc1nc(NC(=S)NC(=O)c2ccccc2)sc1C	i	2	-3	-0.2	-2	0.1	-1	2	-2	0.8
COC(=O)C[C@@H]1C=C[C@@H](NC(=O)c2ccc3c(c2)OCO3)[C@@H](CO)O1	·	·	0	-0.6	0	-0.2	·	·	·	-0.1
CC(C)c1ccc(N(CC(=O)NCc2ccco2)C(=O)CCC(=O)Nc2nccs2)cc1	i	1	1	-0.4	5	-0.4	-1	0	-2	-0.8
Cc1ccc(S(=O)(=O)N(C)C)cc1NC(=O)C(C)OC(=O)c1ccc2c(=O)n3c(nc2c1)CCC3 (configuration not stated)	i	1	1	-0.8	-4	-0.1	-8	0	4	-1.2
CCOC(=O)C1(CCCc2ccccc2)CCN(Cc2nccn2CC)CC1	i	-2	9	-1.2	-1	-0.8	-3	1	-7	0.0
CCOc1ccccc1C(=O)NC1CC2CCCC(C1)N2Cc1ccccc1 (configuration not stated)	i	-3	-2	0.3	0	0.4	-12	2	-3	-1.0
O=C(C1CCN(S(=O)(=O)c2cc(Cl)ccc2Cl)CC1)N1CCOCC1	i	0	-3	-1.2	0	-0.7	-1	-1	-3	-0.2
CCOC(=O)Cc1csc(NC(=O)CN2CCOCC2)n1	i	-1	1	-0.7	3	-0.9	23	-2	-5	-3.2
CCOC(=O)C(C)Oc1cccc2c(=O)n(CC(=O)N3CCN(C(=O)OCC)CC3)ccc12 (configuration not stated)	i	-2	2	1.5	-1	-0.2	-7	2	1	-0.9
CCN(CC)CC#CCOC(c1ccccc1)c1ccccc1	i	0	-4	-0.8	1	-0.6	-12	20	-10	0.5
Cc1cc(NC(=O)CCC(=O)N(CC(=O)NC2CCCC2)Cc2cccs2)no1	i	-2	6	-0.3	2	-0.7	-3	-1	4	-1.6
COc1ccc(CCNC(=O)CSCc2c(F)cccc2Cl)cc1OC	i	-2	0	-0.4	3	-0.3	-1	0	-6	-1.2
CCCNC(=O)C(Cc1ccc(C(F)(F)F)cc1)NC(=O)c1ccc(C#N)cc1 (configuration not stated)	i	-3	1	-0.4	1	-0.3	-4	2	-2	-0.9
Nc1c(CNCc2nnn(Cc3ccccc3)c2N)nnn1Cc1ccccc1	i	-3	1	-1.4	0	0.1	·	0	-4	0.2
COC(=O)CC(c1ccc(F)cc1)n1c(C)ccc1C (configuration not stated)	i	-3	-2	0.3	6	0.4	-4	-6	-8	0.5
Cc1nc(-c2cccc(NC(=O)c3cc4cc(Br)ccc4oc3=O)c2)cs1	i	0	-5	-1.1	-8	-0.4	0	50	20	25
CCC1(C)Cc2ccccc2-c2nc(NCCCO)[nH]c(=O)c21 (configuration not stated)	i	0	2	1.1	4	0.0	-4	0	-1	-0.8
O=C(O)CCCCCNS(=O)(=O)/C=C/c1ccccc1	i	-3	-5	-1.0	1	-0.2	-1	3	2	-0.1
CC(Sc1ccc(S(=O)(=O)N2CCCC2)cn1)C(N)=O (configuration not stated)	i	2	-2	-0.2	4	0.0	-2	5	1	-1.1
Clc1ccc(N/N=C/c2cccnc2)cc1	i	1	-16	0.9	-14	-0.7	0	0	4	1.6
O=C(N/C=C/c1ccco1)Nc1cccc(Cl)c1	i	10	8	0.1	8	1.0	23	18	4	3.9
Nc1ccc2c(c1)C(=O)CCC2	i	4	-5	-0.4	-5	-0.1	·	0	0	-0.5
Cc1cc(C)c2nc(N3CCC(C(=O)NCc4ccccn4)CC3)sc2c1	i	3	2	-0.3	-1	-0.5	2	-4	-5	-0.3
CCOC(=O)c1ccccc1NC(=O)CC(C)CC(=O)O (configuration not stated)	i	4	0	-0.3	-1	-0.2	-2	0	1	-0.8
CCN1C(=O)C(O)(CC(=O)c2cccc(-n3cccc3)c2)c2ccccc21 (configuration not stated)	i	7	-1	0.1	-6	0.1	-9	-2	-6	0.3
CCN(C(=O)CN1C(=O)S/C(=C\c2ccccc2Cl)C1=O)C1CCS(=O)(=O)C1 (configuration not stated)	i	-1	1	2.4	-28	0.1	·	-3	6	0.2
COC(=O)C1=C(N)Oc2cc(C)[nH]c(=O)c2C1c1ccncc1 (configuration not stated)	i	1	-1	2.2	1	0.1	-5	6	2	1.3
O=C(C[C@H]1C/C=C\CC[C@H](Cc2ccc(F)cc2)C(=O)OCCNC1=O)NCCO	i	0	0	-0.6	1	-0.2	1	5	0	-0.6
COc1cccc(-n2c(=O)c3ccccc3n3c(=S)[nH]nc23)c1	i	0	2	1.7	6	-0.5	-9	1	-5	-0.9
COc1ccc(Cl)cc1CN1CCOCC1	i	1	7	-0.5	4	-1.0	-11	-4	-5	-0.4
Oc1ccc(Cl)cc1CNCc1ccc(F)cc1	i	2	2	0.8	-2	0.1	-4	6	-2	-0.5
CC(C)(C)CC(=O)Nc1ccc(S(=O)(=O)N2CCCC2)cc1	i	-2	0	2.0	3	-0.4	2	-3	11	-0.4
COc1cccc(C(=O)Nc2ccccc2F)c1	i	3	2	0.9	0	-0.2	-3	2	-2	0.1
CCOc1ccc(C(=O)COC(=O)Cn2[nH]c(=O)c3ccccc3c2=O)cc1	i	2	7	2.3	3	0.3	·	-3	-2	-0.3
CCS(=O)(=O)Nc1c(C(=O)O)[nH]c2ccccc12	i	-1	-2	1.9	1	-0.2	-4	-21	-1	-0.6

Compound profiles (already shown).
Listed for COc1cccc(C(=O)Nc2ccccc2F)c1 → Rpn11 block: i; STEP block: 3; CSN inh: 2; MsrA inhibitor: 0.9; SUMO1 PPI mod: 0; TbMetRS inhib: -0.2; Scp1 inh: -3; DNMT1 inh: 2; NadD block: -2; LMPTP inh: 0.1
Listed for CCN(C(=O)CN1C(=O)S/C(=C\c2ccccc2Cl)C1=O)C1CCS(=O)(=O)C1 (configuration not stated) → Rpn11 block: i; STEP block: -1; CSN inh: 1; MsrA inhibitor: 2.4; SUMO1 PPI mod: -28; TbMetRS inhib: 0.1; Scp1 inh: ·; DNMT1 inh: -3; NadD block: 6; LMPTP inh: 0.2

(listing goes on)
SMILES	Rpn11 block	STEP block	CSN inh	MsrA inhibitor	SUMO1 PPI mod	TbMetRS inhib	Scp1 inh	DNMT1 inh	NadD block	LMPTP inh
O=C(COC(=O)c1cc(=O)[nH]c(=O)[nH]1)Nc1cccc(S(=O)(=O)N2CCCCC2)c1	i	5	-4	-1.5	14	-0.2	-6	2	-8	-0.5
O=C(NC1CC(=O)N(c2ccc3c(c2)OCCO3)C1)N1CCCCC1 (configuration not stated)	i	2	-1	0.1	4	-0.1	-3	2	6	0.3
CC(C)n1cnc2c(NCc3ccccc3)cc(OCC3CCN(C)CC3)cc21	i	-1	16	·	-22	0.0	29	42	0	6.3
O=C(OCC#CCSc1nnc(-c2ccc(Br)cc2)o1)c1ccco1	i	-1	4	0.2	6	0.1	-4	4	-4	1.6
CN(C)S(=O)(=O)c1ccc(C(=O)OCC2CC2(Cl)Cl)cc1 (configuration not stated)	i	1	-2	-0.7	-2	-0.5	-1	2	-8	-0.1
CC(C)c1cccc(C(C)C)c1NC(=O)CN(C)C1CCS(=O)(=O)C1 (configuration not stated)	i	1	-4	-0.3	1	-0.2	-5	4	0	-0.2
O=C(CCNC(=O)C1CCN(S(=O)(=O)c2ccccc2)CC1)NCCc1ccc(Cl)cc1	i	-2	-1	0.6	-5	-0.7	-5	-3	-1	-2.2
Cc1ccc(S(=O)(=O)Cn2nnnc2C(c2ccc(F)cc2)N2CCCCC2)cc1 (configuration not stated)	i	-1	3	0.2	0	-0.5	0	-1	5	2.1
O=C(NCC1(O)CCCCC1)C1CCC(=O)N(CCc2ccccc2)C1 (configuration not stated)	i	2	0	-0.5	-1	0.0	-1	1	1	-0.7
COCCNC(=O)/C(C#N)=C/c1cn(CC(=O)NCc2ccco2)c2ccccc12	i	4	8	3.3	-4	0.1	-5	0	0	2.2
Oc1ccc(C(=S)N2CCCCCC2)cc1	i	20	4	-0.6	6	-0.8	-4	-2	0	0.4
CCOC(=O)c1csc(N/N=C2\CCCc3ccccc32)n1	i	0	4	0.6	-2	-0.7	-7	-3	-3	2.2

Brought forward from above: two entries, followed by the next part.
SMILES	Rpn11 block	STEP block	CSN inh	MsrA inhibitor	SUMO1 PPI mod	TbMetRS inhib	Scp1 inh	DNMT1 inh	NadD block	LMPTP inh
Oc1ccc(C(=S)N2CCCCCC2)cc1	i	20	4	-0.6	6	-0.8	-4	-2	0	0.4
CCOC(=O)c1csc(N/N=C2\CCCc3ccccc32)n1	i	0	4	0.6	-2	-0.7	-7	-3	-3	2.2
Cc1ccc(CNCc2cccnc2)cc1	i	0	5	-0.9	2	0.5	-6	3	0	-0.2
C=CCN(CC=C)CCOc1ccccc1F	i	-1	2	0.1	0	-0.7	-1	1	0	-1.1
COc1ccc(CNC(=O)C[C@H]2C[C@H](C(=O)N(C(C)C)C(C)C)[C@@]3(C)c4[nH]c5cc(-c6ccco6)ccc5c4CCN3C2=O)cc1OC	i	0	3	0.7	2	0.3	1	-15	-11	1.8
COc1ccccc1/C=N/NC(=O)c1cccc(NC(=O)c2ccccc2C)c1	i	0	-2	3.1	-6	-0.6	-2	-2	-3	-0.4
CCOc1ccc(CCNC(=O)c2c(C)nn(-c3ccccc3)c2Cl)cc1OCC	i	-1	-4	-1.4	4	0.1	-10	2	0	0.0
CCOC(=O)CN1C(=O)S/C(=C/c2ccc(OCc3ccc(C(=O)O)cc3)cc2)C1=O	i	78*	-1	0.4	-19	-0.5	93*	0	7	27
COc1ccc(-c2nc(CCNC(=O)c3ccco3)cs2)cc1OC	i	-1	5	1.0	-4	0.0	0	83*	1	17
COC(=O)c1cc(CNC(=O)c2cccc(Cl)c2)ccc1OC	i	-3	7	-0.3	0	-0.1	-5	1	-2	-1.4
CCC1C(=NO)C(CC)C(c2ccccc2)NC1c1ccccc1 (configuration not stated)	i	2	-8	1.5	4	-0.1	-4	0	4	1.2
COc1cc2c(cc1OC)CC(=O)NC=C2	i	-2	-1	0.4	-2	-1.0	-4	-2	-3	-1.4
O=C(CCN1CCN(Cc2ccccc2)CC1)Nc1ccccc1Cl	i	-2	-3	-0.4	4	0.3	-11	6	-10	-2.3

Bioassay records (PubChem BioAssay)
